# Screening results: PubChem BioAssay, National Center for Advancing Translational Sciences (NCATS)
# LDHA block: qHTS assay for inhibitors of human lactate dehydrogenase; AID 1347041, 2019; L-lactate dehydrogenase A chain (Homo sapiens), P00338; activity change, % (values are at about 110 or 230 µM); purified LDHA, NADH/diaphorase-resazurin fluorescence; active compounds read low; 0.15% of 480,000 active; in the data active means activity change below about -30%;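 further: plate controls were DMSO wells for no effect and wells without enzyme for full effect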
#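 LDH5 2 nM; NADH 0.06 mM, pyruvate 0.2 mM; 200 mM Tris pH 7.4, EDTA, Tween-20; 5 min RT. Detection: diaphorase 0.133 mg/mL + resazurin 37 µM, fluorescence ex540/em590 at 0 and 20 min; normalized to enzyme-free and DMSO wells.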
# * hit, by the source's call; & = joins results of further samples.
> O=C(NCCc1ccccc1)C1CCN(c2nc(-c3ccc(Br)cc3)cs2)CC1
- LDHA block: -12
> Oc1ccc(CCc2ccccc2F)c2cccnc12
- LDHA block: 2
> NC(=O)C1CCN(c2nc(-c3ccc(Oc4ccccc4)cc3)cs2)CC1
- LDHA block: 4
> COc1cc(O)c(C(CC(=O)N2CCC(Cc3ccccc3)CC2)c2ccc(C)cc2)c(OC)c1 (centres undefined)
- LDHA block: -4
> O=C1c2ccccc2C(=O)N1Cc1ccncc1
- LDHA block: -8
> CN(C)CCNc1ncnc2ccc(-c3ccc4c(c3)OCO4)cc12
- LDHA block: 3
> NC(=O)C1CCN(c2ncc(Br)s2)CC1
- LDHA block: 5
> COc1cccc(C2c3c(ncn(-c4ccncc4)c3=N)Oc3ccc4ccccc4c32)c1 (centres undefined)
- LDHA block: -5
> CC(=O)N1CCN(c2cccc(Nc3nn4c(=O)c5ccccc5nc4s3)c2)CC1
- LDHA block: 1
> COc1cccc(N2C(=O)c3ccccc3C2=O)n1
- LDHA block: -1
> CONC(=O)C[C@@H](C#N)NC(=O)[C@@H]1CCCN1C(=O)[C@@H](NC(=O)c1ccc(N)c(Cl)c1)C(C)(C)C
- LDHA block: 5
> NC(=O)N1CCN(c2nc(-c3ccc(Br)cc3)cs2)CC1
- LDHA block: -9
> Cc1cc2c(s1)c1cnn(Cc3ccc4ccccc4c3)c(=O)c1n2C
- LDHA block: -6
> CC(C)(C)OC(=O)Cc1nnc(-c2nc3ccccc3[nH]2)s1
- LDHA block: -3
> CC(=O)Nc1sc2c(c1-c1ccc(C(N)=O)cc1)CCNC2
- LDHA block: 5
> CC(=O)Nc1sc2c(c1-c1cccnc1)CCNC2
- LDHA block: 0
> Brc1ccc(-c2csc(N3CCNCC3)n2)cc1
- LDHA block: -5
> CN(C)c1ccc(-c2cc[nH]c(=O)c2N)cc1
- LDHA block: 15
> COc1ccccc1NC(=O)c1ccc2ccccc2c1
- LDHA block: 0
> CC(=O)C1CCN(c2ncc(-c3cccc(N(C)C)c3)s2)CC1
- LDHA block: 2
> CC(C)(C)c1ccccc1Nc1nc(C#N)nc(NC2CCCC2)n1
- LDHA block: -1
> C=Cc1nc(Nc2cc(F)cc(F)c2)nc(NC2CCCC2)n1
- LDHA block: 0
> CC(=O)Nc1cccc(S(=O)(=O)Nc2ccc(C)c(C)c2)c1
- LDHA block: 3
> COc1cccc(NS(=O)(=O)c2ccc3c(c2)CCC(=O)N3)c1
- LDHA block: 0
> CC1(C(=O)Nc2ccc(Cl)c(Cl)c2)CCN1C(=O)Cc1ccc(-c2ccccc2)cc1 (centres undefined)
- LDHA block: -4

# Next section (two carried over from the part before).
> COc1cccc(NS(=O)(=O)c2ccc3c(c2)CCC(=O)N3)c1
- LDHA block: 0
> CC1(C(=O)Nc2ccc(Cl)c(Cl)c2)CCN1C(=O)Cc1ccc(-c2ccccc2)cc1 (centres undefined)
- LDHA block: -4
> O=C(Cn1cc(CNC(=O)c2ccccc2)nn1)Nc1cc(C(F)(F)F)ccc1Cl
- LDHA block: -6
> COC(=O)c1cc(=O)nc(NN=C2CCCCC2)s1
- LDHA block: -2
> COc1ccccc1N=NNc1ccc(S(=O)(=O)NC(C)=O)cc1
- LDHA block: 11
> CC(=O)Nc1sc2c(c1-c1cccs1)CCNC2
- LDHA block: 0
> COc1ccc([C@@H]2C[C@H]3[C@@H](CN2S(=O)(=O)c2ccccc2)C(=O)C[C@@H](c2cccc(Cl)c2)N3S(=O)(=O)c2ccc(C)cc2)cc1
- LDHA block: -5
> COc1cccc(C2C(C#N)=C(NC(=O)CCc3ccccc3)Oc3ccc4ccccc4c32)c1 (centres undefined)
- LDHA block: 0
> COc1cc(NC(=O)C(OC(=O)CNC(=O)c2ccccc2)c2ccccc2)c(OC)cc1Cl (centres undefined)
- LDHA block: -2
> COc1ccc(OC2=NS(=O)(=O)c3ccccc32)cc1
- LDHA block: 0
> COc1ccc(C2Nc3ccccc3C(=O)N2Cc2ccc(C(F)(F)F)cc2)cc1COc1ccc(NC(C)=O)cc1 (centres undefined)
- LDHA block: 6
> CC(C)N1CCc2c(sc(NC(=O)C3CC3)c2-c2nc3ccccc3s2)C1
- LDHA block: 6
> CN(C)c1cccc(-c2nnc(N3CCC(C(N)=O)CC3)s2)c1
- LDHA block: 6
> CCc1nc2c(OCc3c(C)noc3C)cccn2c1N(C)C(=O)c1ccccc1F
- LDHA block: -7
> COc1ccc(-c2csc(C(O)c3ccccc3)n2)cn1 (centres undefined)
- LDHA block: -3
> N#Cc1nc(NC2CCCC2)c2ncn(-c3cc(F)cc(F)c3)c2n1
- LDHA block: -2
> O=S(=O)(c1ccc2c(c1)OCCO2)N1CCN(S(=O)(=O)c2ccccc2F)CC1
- LDHA block: -2
> O=C(NC(c1ccco1)c1cc(Cl)c2cccnc2c1O)c1ccccc1 (centres undefined)
- LDHA block: -1
> Cn1nnnc1Sc1ncnc2scc(-c3ccccc3[N+](=O)[O-])c12
- LDHA block: 2
> N#Cc1ccc(OC2=NS(=O)(=O)c3ccccc32)cc1
- LDHA block: 3
> Nc1ccc(S(=O)(=O)N2CCCN(S(=O)(=O)c3ccc4c(c3)OCCO4)CC2)cc1
- LDHA block: -5
> O=c1c2ccccc2nc2sc(Nc3ccc4c(c3)CNC4)nn12
- LDHA block: 6
> COc1ccc(-c2csc(N3CCC(C(N)=O)CC3)n2)cc1OC
- LDHA block: -3
> Cn1nnnc1Sc1ncnc2scc(-c3ccc(S(C)(=O)=O)cc3)c12
- LDHA block: 5
> NC(=O)C1CCN(c2nccc(-c3ccc4c(c3)OCCO4)n2)CC1
- LDHA block: -1
> CNc1oc(C2CCCC2)nc1C#N
- LDHA block: -2
> O=C(Nc1ccc(Oc2ccccc2)cc1)Nc1nnc(-c2ccncc2)s1
- LDHA block: -7

# Six entries from above, tab-delimited:
Compound	LDHA block
COC(=O)c1cc(=O)nc(NN=C2CCCCC2)s1	-2
COc1ccccc1N=NNc1ccc(S(=O)(=O)NC(C)=O)cc1	11
CC(=O)Nc1sc2c(c1-c1cccs1)CCNC2	0
COc1ccc([C@@H]2C[C@H]3[C@@H](CN2S(=O)(=O)c2ccccc2)C(=O)C[C@@H](c2cccc(Cl)c2)N3S(=O)(=O)c2ccc(C)cc2)cc1	-5
COc1cccc(C2C(C#N)=C(NC(=O)CCc3ccccc3)Oc3ccc4ccccc4c32)c1 (centres undefined)	0
COc1cc(NC(=O)C(OC(=O)CNC(=O)c2ccccc2)c2ccccc2)c(OC)cc1Cl (centres undefined)	-2

# Further structures:
> COC(=O)c1csc(-c2ccc(CO)o2)n1
- LDHA block: -6
> OC(Cc1ccccc1)c1ncc(-c2ccc3ccccc3c2)[nH]1 (centres undefined)
- LDHA block: 11
> COc1cc(O)c(C(CC(=O)N2CCC(C)CC2)c2ccc(OC)c(OC)c2)c(OC)c1 (centres undefined)
- LDHA block: 4
> Cc1ccc(N2CCN(S(=O)(=O)c3ccc4c(c3)CC(=O)N4)CC2)cc1
- LDHA block: 0
> COc1ccc(C2Nc3ccccc3C(=O)N2Cc2ccccc2)cc1COc1ccc(Cl)cc1 (centres undefined)
- LDHA block: 2
> COc1cccc(OC2=NS(=O)(=O)c3ccccc32)c1
- LDHA block: 0
> O=C(OCC#CCSc1nnc(-c2cccc3ccccc23)o1)C1CCC1
- LDHA block: -17
> Cc1cc2c(s1)c1cnn(Cc3c(F)ccc(Cl)c3F)c(=O)c1n2C
- LDHA block: 1
> O=C(Cc1nnc(-c2cc3ccccc3[nH]2)o1)Nc1cc(C(F)(F)F)ccc1Cl
- LDHA block: -1
> O=C(C(=NNc1ccccc1)C(=S)Nc1ccccc1)c1ccccc1
- LDHA block: -9
> COc1cc(O)c(C(CC(=O)N2CCOCC2)c2ccc(OC)c(OC)c2)c(OC)c1 (centres undefined)
- LDHA block: 6
> COc1ccc(-c2nc3ccccc3c(=O)n2Cc2ccccc2)cc1COc1ccc(NC(C)=O)cc1
- LDHA block: 7
> CC1(Cc2ccccc2C#N)C(=O)Nc2ccc(-c3ccc4[nH]ccc4c3)cc21 (centres undefined)
- LDHA block: -4
> O=C(Nc1ccc2ccccc2c1)Nc1nnc(-c2ccccn2)s1
- LDHA block: 10
> Cc1cc(NS(=O)(=O)c2ccc3c(c2)CCC(=O)N3)ccc1F
- LDHA block: -3
> Cc1ccc(NS(=O)(=O)c2cc3c(cc2F)NC(=O)CC3)cc1Cl
- LDHA block: -3
> O=C(Nc1nnc(-c2ccncc2)s1)Nc1ccc(Cl)cc1F
- LDHA block: -3
> CCCS(=O)(=O)NC(=O)C1(C)CCCN(C(=O)c2nc(C)oc2C)C1 (centres undefined)
- LDHA block: -5
> NC(=O)c1c(NC(=O)c2ccncn2)sc2c1CCCC2
- LDHA block: -3&2
> O=C(Nc1ccc2ccccc2c1)Nc1nnc(-c2ccncc2)s1
- LDHA block: 4
> FC1(F)Oc2ccc(-c3ccc4ncnc(NCc5cccs5)c4c3)cc2O1
- LDHA block: -3
> CC(=O)Nc1sc2c(c1-c1ccc3[nH]ccc3c1)CCNC2
- LDHA block: 8
> Cc1ccc(-c2nn3c(-c4ccccc4)nnc3s2)cc1NC(=O)c1ccc(-c2cccc(Cl)c2)o1
- LDHA block: 0
> Oc1ccc(CNc2ccc(F)cc2F)c2cccnc12
- LDHA block: 26
> COc1cc(F)c(S(=O)(=O)N2CCN(S(=O)(=O)c3ccc(N)cc3)CC2)c(F)c1
- LDHA block: 0

# Pulled one by one from above:
> COc1ccc(C2Nc3ccccc3C(=O)N2Cc2ccccc2)cc1COc1ccc(Cl)cc1 (centres undefined)
- LDHA block: 2
> O=C(OCC#CCSc1nnc(-c2cccc3ccccc23)o1)C1CCC1
- LDHA block: -17

# (further entries)
> O=C(/C=C/c1cccc(Cl)c1)Nc1cccc([S+](=O)([O-])Nc2ccccc2F)c1
- LDHA block: -2
> S=c1nc(-c2ccccn2)c(-c2ccccn2)n[nH]1
- LDHA block: 3
> Cc1ccc(-c2csc3ncnc(Sc4nnnn4C)c23)cc1
- LDHA block: -6
> c1csc(CNc2ncnc3cc(-c4ccc5c(c4)OCO5)ccc23)c1
- LDHA block: 6
> CN1CCN(c2ccc(CNc3nn4c(=O)c5ccccc5nc4s3)cc2)CC1
- LDHA block: 4
> Oc1ccc(CNc2cccnc2)c2cccnc12
- LDHA block: 34
> O=Cc1nc(Nc2cc(F)cc(F)c2)nc(NC2CCCC2)n1
- LDHA block: 1
> CN1CCN(c2cccc(Nc3nn4c(=O)c5ccccc5nc4s3)c2)CC1
- LDHA block: 1&10
> O=C(Nc1ccc2ccccc2c1)Nc1nnc(-c2cccnc2)s1
- LDHA block: -1
> Nc1nc2ccccc2cc1C(=O)NCc1ccc(Cl)cc1Cl
- LDHA block: 3
> O=C(Cc1nnc(-c2cc3ccccc3[nH]2)s1)Nc1cc(C(F)(F)F)ccc1Cl
- LDHA block: 0&1
> COc1ccc(NC(=O)C(OC(=O)CNC(=O)c2ccccc2)c2ccccc2)cc1Cl (centres undefined)
- LDHA block: 1
> CCC(=O)NC(c1ccc2c(c1)OCO2)c1cc(Cl)c2cccnc2c1O (centres undefined)
- LDHA block: 9
> Cc1ccc(NS(=O)(=O)c2cc3c(cc2-c2ccccc2)NC(=O)CO3)cc1C
- LDHA block: -6
> Cc1ccc(C(=O)NC(c2ccco2)c2cc(Cl)c3cccnc3c2O)cc1 (centres undefined)
- LDHA block: 4
> Cc1cc2c(s1)c1cnn(Cc3ccc(C(C)C)cc3)c(=O)c1n2C
- LDHA block: -4
> Cc1ccc(C)c(SC2=NS(=O)(=O)c3ccccc32)c1
- LDHA block: 1
> O=C1N/C(=C\c2ccco2)C(=O)N1Cc1ccc(F)cc1
- LDHA block: -8
> Cc1cc2c(s1)c1cnn(Cc3ccc(Cl)cc3)c(=O)c1n2C
- LDHA block: -13
> COC(=O)c1ccc(-c2c(NC(C)=O)sc3c2CCNC3)cc1
- LDHA block: -5
> CN(Cc1cccs1)c1ncnc2ccc(-c3ccc4cn(C)nc4c3)cc12
- LDHA block: -1
> CC(=O)Nc1sc2c(c1-c1cc3ccccc3[nH]1)CCNC2
- LDHA block: 12
> O=C(NCc1cccc(C(F)(F)F)c1)c1ccc2sc(C3=C[C@@H](O)[C@@H](O)[C@@H](CO)O3)nc2c1
- LDHA block: -5
> Cc1ccc(/C=C/C(=O)Nc2cccc([S+](=O)([O-])Nc3ccccc3F)c2)cc1
- LDHA block: -6
> CCCS(=O)(=O)NC(=O)C1(C)CCCN(C(=O)c2cccc(C)c2C)C1 (centres undefined)
- LDHA block: -1

> O=C1CC(c2ccccc2)CC2=C1C1(CCCCC1)N=C(Nc1nc3ccccc3o1)N2 (centres undefined)
- LDHA block: -3
> Nc1c(-c2ccccc2)cc[nH]c1=O
- LDHA block: 16
> Cn1ncc2ccc(-c3ccc4ncnc(NCc5cccs5)c4c3)cc21
- LDHA block: 0
> COc1cccc(C2c3c(ncn(-c4cccc(OC)c4)c3=N)Oc3ccc4ccccc4c32)c1 (centres undefined)
- LDHA block: 6
> O=C(Nc1nnc(-c2ccco2)o1)c1ccc(Br)cc1
- LDHA block: -2

# Among those listed so far, six contain a furan ring, fused or not.
> O=C(NC(c1ccco1)c1cc(Cl)c2cccnc2c1O)c1ccccc1 (centres undefined)
- LDHA block: -1
> COC(=O)c1csc(-c2ccc(CO)o2)n1
- LDHA block: -6
> Cc1ccc(-c2nn3c(-c4ccccc4)nnc3s2)cc1NC(=O)c1ccc(-c2cccc(Cl)c2)o1
- LDHA block: 0
> Cc1ccc(C(=O)NC(c2ccco2)c2cc(Cl)c3cccnc3c2O)cc1 (centres undefined)
- LDHA block: 4
> O=C1N/C(=C\c2ccco2)C(=O)N1Cc1ccc(F)cc1
- LDHA block: -8
> O=C(Nc1nnc(-c2ccco2)o1)c1ccc(Br)cc1
- LDHA block: -2

# This is a subset (hit frequency here may not be typical).
